High-throughput results deposited in PubChem BioAssay by several laboratories.
Phagocytosis inh – inhibitors of macrophage phagocytosis | J774A.1 macrophage IgG-bead phagocytosis, imaging | inhibition, % at 5 µM | 110,000 compounds, 0.07% hits | AID 1029;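 active = inhibition above the mean of the plate negative controls plus 5 SD, cut at about 13% in these data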;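 also: phagocytic index as fraction of beads internalized from green versus red external bead signal; plate controls were DMSO negative control for no effect and cytochalasin-D positive control for full effect; some results beyond the cut were filed as inactive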
GALR2 antag – GALR2 (human) receptor antagonism. O43603. GALR2-expressing cells, antagonist mode. inhibition, % at 4 µM. 140,000 compounds, 0.39% hits. AID 828; in the data active = inhibition above about 27%;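 also: cells stimulated with galanin 1-16 at roughly its EC80; 0% = agonist challenge control and 100% = basal control without agonist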
Target sequence (O43603 whole entry, looked up): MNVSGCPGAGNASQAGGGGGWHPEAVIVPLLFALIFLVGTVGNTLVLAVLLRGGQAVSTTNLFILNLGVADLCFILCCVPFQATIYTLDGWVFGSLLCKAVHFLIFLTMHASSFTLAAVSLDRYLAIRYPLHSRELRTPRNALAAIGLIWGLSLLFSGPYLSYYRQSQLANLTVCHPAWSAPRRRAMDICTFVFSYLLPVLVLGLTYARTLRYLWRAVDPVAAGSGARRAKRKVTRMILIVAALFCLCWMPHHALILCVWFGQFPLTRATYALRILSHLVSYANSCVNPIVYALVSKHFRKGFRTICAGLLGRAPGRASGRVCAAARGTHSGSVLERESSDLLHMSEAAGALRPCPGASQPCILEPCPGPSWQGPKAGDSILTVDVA
NPY Y2 blocker – blocks the human neuropeptide Y Y2 receptor. P49146. NPY-Y2 expressing cells, antagonist mode. inhibition, % at 2.7 µM. AID 793. 140,000 compounds, 0.99% hits; in the data active = inhibition above about 17%;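 also: 0% = vehicle with agonist challenge and 100% = reference antagonist with challenge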
Target sequence (P49146 whole entry, looked up): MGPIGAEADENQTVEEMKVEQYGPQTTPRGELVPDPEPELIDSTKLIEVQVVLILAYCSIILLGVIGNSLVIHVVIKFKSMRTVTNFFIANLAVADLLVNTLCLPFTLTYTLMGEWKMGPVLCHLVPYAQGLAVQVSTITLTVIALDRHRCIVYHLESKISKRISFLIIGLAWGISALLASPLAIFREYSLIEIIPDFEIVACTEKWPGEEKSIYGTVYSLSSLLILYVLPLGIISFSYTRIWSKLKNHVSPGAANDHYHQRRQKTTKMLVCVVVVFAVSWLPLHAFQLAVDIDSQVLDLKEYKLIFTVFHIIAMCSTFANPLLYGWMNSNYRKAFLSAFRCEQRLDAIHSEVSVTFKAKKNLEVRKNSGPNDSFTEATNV
Yeast lifespan up – extends the lifespan of yeast; S. cerevisiae growth with nicotinamide, OD615; deaD strain in restrictive glucose medium; inhibition of the nicotinamide effect, % at 10 µM; 130,000 compounds, 0.68% hits;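 active = inhibition above a set limit, placed 3 SD over the median of all compounds, cut at about 26% in these data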;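 also: 0% = nicotinamide-treated wells and 100% = cells grown without nicotinamide; some compounds called inactive have numbers as strong as hits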
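Material: Modified budding yeast, DeaD strain | Medium: Restrictive glucose medium | Probe or stimulus: 1.5 mM nicotinamide | Dosing: Single dose 10 µM compound, 0.25% DMSO | Times: 48 h at 30 °C | Technique: OD615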
E-sel TNF inh – TNF alpha driven E-selectin expression inhibition. HUVEC TNFa-induced E-selectin immunofluorescence, high content. inhibition, % at 2 µM. 120,000 compounds, 0.71% hits;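 active = inhibition above the batch mean plus 3 SD, and confirmed as a hit on visual image review, cut at about 43% in these data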;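 also: 0% = TNF-stimulated DMSO wells and 100% = unstimulated control wells; not every result past the cut was called active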
MRP1 act – activates MRP-1; H69AR cells + doxorubicin, viability rescue, CellTiter-Glo; viability increase, % at 10 µM; 140,000 compounds, 0.61% hits;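 active = viability gain under doxorubicin at or above a set limit, the compound median plus 3 SD, cut at about 4.7% in these data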;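 also: MRP-1 overexpressing cells given doxorubicin 25 µM after compound pretreatment; 18-22 h compound pretreatment then 72 h with doxorubicin before readout; 0% = doxorubicin-only wells and 100% = vehicle-treated cells without doxorubicin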
Measles CPE – protection of cells from measles virus; protection (pct of control), % at 4 µM; Measles virus-infected cells, CPE protection, absorbance; 140,000 compounds, 1.5% hits; in the data active = protection mostly above about 24%, no sharp cut-off; inactive = mostly below about 26%; also: some compounds called inactive have numbers as strong as hits
BB579 growth dn – reduces growth of yeast BB579 in restrictive medium. inhibition, % at 10 µM. 140,000 compounds, 0.51% hits. S. cerevisiae BB579 growth, OD615, 48 h;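 active = inhibition above a set limit, 3 SD over the mean compound inhibition, cut at about 44% in these data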; also: inactives centre near -24
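Test system: S. cerevisiae DeaD strain BB579 yeast; Medium: restrictive CSMM-D medium; Compound: one dose, 10 µM compound with 0.25% DMSO; Incubation: 4 h cell preincubation, 48 h compound exposure, 30 °C humidified; Signal: OD at 615 nm; Benchmarks: amphotericin B at 10 µg/mL as positive control.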
PTEN del growth – growth suppressors of cells with PTEN tumor suppressor deletion; viability, % at 10 µM; 140,000 compounds, 1.2% hits; HCT116 PTEN-null viability, CellTiter-Glo, 60 h; active compounds read low;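 active = viability at or below a set limit, 4 SD under the median of all tested compounds, cut at about 3.7% in these data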;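 also: PTEN knockout HCT116 line with beta catenin targeted HCT116 as companion control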
bCat KO growth – beta-catenin-lacking colon tumor cell growth suppression. HCT116 beta-catenin knockout viability, CellTiter-Glo, 60 h; active compounds read low. viability, % at 10 µM. 140,000 compounds, 1.5% hits. AID 818;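 active = viability at or under a set limit, the compound median less 4 SD, cut at about 6% in these data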;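 also: 0% = Hyamine 1622 control at 20 µM and 100% = untreated cell control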
Numbers without * were called inactive; · = not tested or not shown.

Under each structure – Phagocytosis inh, GALR2 antag, NPY Y2 blocker, Yeast lifespan up, E-sel TNF inh, MRP1 act, Measles CPE, BB579 growth dn, PTEN del growth, bCat KO growth
COc1ccc(-c2cc(C(=O)OCC(=O)c3cccc([N+](=O)[O-])c3)c3cc(C)ccc3n2)cc1
→ -3, 5, 1, -2, ·, 1.9, 12, -29, 103, 99
Cc1nn(C)cc1/C=N/NC(=O)Cn1nccc1C
→ 8, -12, -1, 5, ·, -1.5, 11, -4, 98, 90
COc1ccc(C(=O)c2ccc(N(C)C)cc2)c2ccccc12
→ ·, -3, 15, ·, -4, -4.7, 19, -10, 15, 12
C=CCOc1c(Br)cc(/C=N/NC(N)=O)cc1OC
→ 0, 1, 3, -1, ·, 1.6, 3, -39, 97, 98
O=C(CSc1nnc(CN2CCCCC2)n1-c1ccccc1)c1ccc2c(c1)OCO2
→ -4, -17, 5, 1, -1, -2.1, 36, -2, 79, 88
COc1ccc(C2Nc3ccccc3C(=O)N2c2ccccc2)cc1Cn1cc([N+](=O)[O-])cn1 (centres undefined)
→ -8, -13, 8, -2, -6, -1.6, 6, -37, 79, 80
CN1CCN(c2cc(N3CCc4ccccc4C3)c(F)cc2[N+](=O)[O-])CC1
→ -13, 3, 1, -2, ·, -4.9, 21, -5, 5, 6
Cc1nc(/C=[N+](\[O-])C(C)(C)/C=N/O)n(O)c1C
→ -1, 6, -2, -4, -22, 1.6, 6, -23, 118, 100
C/C(=C\c1ccccc1)CN1CCN(c2ccccc2)CC1
→ ·, 0, 4, -2, -3, -3.2, 3, -49, 102, 93
COc1ccc(C(=O)Cc2ccccc2)cc1OC
→ -4, -5, 1, -3, 5, -2.0, 4, -38, 91, 100
COc1ccc(/C=N/NC(=O)c2cccnc2)cc1CSc1nc2ccccc2s1
→ 14, 16, 2, -5, ·, -3.6, 5, -35, 21, 23
COC(=O)Nc1ccc(C)c2nsnc12
→ -3, -5, 0, -9, ·, -2.9, 2, -30, 98, 88
Cc1ccc(NC(=S)c2nc3ccccc3[nH]2)c(C)c1
→ ·, 4, 0, -8, 30, -3.0, 3, 8, 49, 44
CC(C)CNC(=O)COC(=O)c1c2c(nc3ccccc13)/C(=C/c1cccs1)CC2
→ -6, 31*, 0, -1, 22, -4.8, 1, -27, 58, 65
Cn1cc(C(CC(=O)O)C(=O)O)c2ccccc21 (centres undefined)
→ 0, 1, -1, -24, 21, -3.2, 3, -26, 84, 77
FC(F)C(F)(F)C1=CC(c2ccccc2)=NCCN1
→ -1, 2, 2, -14, 6, -3.3, 5, -19, 91, 110
CCCCC[C@H](O)/C=C/[C@@H]1[C@@H](C/C=C\CCCC(=O)O)[C@@H](O)C[C@H]1O
→ ·, 7, 2, 1, ·, 0.0, 17, -14, 94, 95
O=C(CCN1CCN(c2ccccc2)CC1)Nc1nccs1
→ 2, 1, 1, -7, -19, -1.6, 7, -30, 95, 92
CCOC(=O)c1c(C)nc2sccn12
→ 0, -9, -1, -5, -56, 1.1, 10, -35, 100, 92
Cc1cc(NC(=O)c2ccc(Cl)cc2)no1
→ 0, -6, 2, -16, 14, 0.0, 6, -31, 102, 89

Some of the entries so far, with tabs:
Compound	Phagocytosis inh	GALR2 antag	NPY Y2 blocker	Yeast lifespan up	E-sel TNF inh	MRP1 act	Measles CPE	BB579 growth dn	PTEN del growth	bCat KO growth
CCOC(=O)c1c(C)nc2sccn12	0	-9	-1	-5	-56	1.1	10	-35	100	92
C=CCOc1c(Br)cc(/C=N/NC(N)=O)cc1OC	0	1	3	-1	·	1.6	3	-39	97	98
O=C(CSc1nnc(CN2CCCCC2)n1-c1ccccc1)c1ccc2c(c1)OCO2	-4	-17	5	1	-1	-2.1	36	-2	79	88
C/C(=C\c1ccccc1)CN1CCN(c2ccccc2)CC1	·	0	4	-2	-3	-3.2	3	-49	102	93
Cc1cc(NC(=O)c2ccc(Cl)cc2)no1	0	-6	2	-16	14	0.0	6	-31	102	89

(more compounds)
Under each structure – Phagocytosis inh, GALR2 antag, NPY Y2 blocker, Yeast lifespan up, E-sel TNF inh, MRP1 act, Measles CPE, BB579 growth dn, PTEN del growth, bCat KO growth
CCOc1ccc(-c2cc(C(=O)N3CCN(C)CC3)c3ccccc3n2)cc1
→ 2, 6, 3, -17, ·, -2.8, 5, -32, 71, 76
COc1ccc(Br)cc1CN1CCCCCCC1
→ ·, 3, 21*, ·, -18, -3.1, 6, -8, 89, 85
O=C(CNc1ccccc1)N/N=C/c1ccc([N+](=O)[O-])cc1
→ 3, 1, 3, -6, ·, -0.2, 9, -7, 91, 90
CCS(=O)(=O)N1CCN(c2c(Cl)cccc2[N+](=O)[O-])CC1
→ ·, -4, 2, -2, 21, 0.0, 8, -44, 87, 92
CCOC(=O)CNC(=O)c1ccccc1
→ ·, -3, 0, -11, 6, -2.3, 3, -3, 97, 93
Cc1ccc(S(=O)(=O)CCc2nc3ccccc3n2CCC#N)cc1
→ ·, 5, 5, -8, 16, -2.5, 16, -63, 16, 19
Fc1ccc(-n2c(Cc3ccccc3)nnc2SCc2nc(-c3ccc(Cl)cc3)no2)cc1
→ 1, -15, 13, 16, 16, 2.4, 3, -69, 69, 78
O=C(NCCc1ccccn1)C1CC(=O)N(Cc2ccccc2Cl)C1 (centres undefined)
→ 0, -8, 2, -5, 5, -1.3, 28, -6, 100, 102
O=C(CC1SC(=Nc2ccccc2)N(CCc2c[nH]c3ccccc23)C1=O)Nc1ccccc1F (centres undefined)
→ -10, -2, -2, 3, ·, -4.3, 33, -26, 41, 58
CC1CCCN(C(=O)CSc2nnc(-c3ccc(S(=O)(=O)N4CCOCC4)cc3)n2C)C1 (centres undefined)
→ 0, -2, -1, 1, 6, -0.3, 6, 8, 99, 101
Cc1cc(C)c2nc(N3CCCC(C(=O)N4CCN(c5ncccn5)CC4)C3)sc2c1 (centres undefined)
→ -1, -3, 2, -11, 3, 0.9, 22, 26, 63, 66
CCC(C)(C)NC(=O)CN(C(=O)c1snc(C(N)=O)c1N)c1ccc2c(c1)OCO2
→ ·, 10, 2, -1, 2, -1.0, 4, -57, 93, 94
O=C(NCc1ccc(F)cc1)c1noc2c1CCCC2
→ -2, 3, 2, -22, 34, 4.9*, 8, -12, 90, 102
CCOC(=O)CNC(=S)N(Cc1ccc(C)cc1)Cc1ccc(C)o1
→ ·, 18, 3, 1, -5, -4.2, 10, -14, 97, 86
COc1ccc(/C=N/NC(=O)c2nc(Cl)c(Cl)c(N)c2Cl)cc1COc1ccccc1F
→ 1, -1, 8, -18, 43, -2.1, 2, -15, 20, 13
COc1ccc(N2C(=O)CC(N3CCN(c4ccc(S(=O)(=O)N5CCCC5)cc4)CC3)C2=O)cc1 (centres undefined)
→ 2, -8, -1, -16, 23, -0.7, 7, -45, 89, 89
C/C(=C/CCC(C)[C@H]1CC[C@@]2(C)C3=C(CC[C@]12C)[C@@]1(C)CCC(=O)C(C)(C)[C@@H]1CC3)C(=O)O (some centres undefined)
→ ·, 7, 2, 7, ·, -0.8, 10, -3, 88, 99
Cc1ccc(CNC(=O)C2CCCN(Cc3cnn(-c4ccccc4)c3-n3cccc3)C2)cc1 (centres undefined)
→ -1, -2, 3, -7, ·, -2.6, 4, -30, 66, 67
CCCCn1c(SCC(=O)c2ccc(OCC)cc2)nc2cc(S(N)(=O)=O)ccc21
→ 0, 2, 8, -6, -1, 0.2, 20, -46, 96, 101
CCCn1c(=O)n(C)c(=O)c2c(SCC(=O)NC34CC5CC(CC(C5)C3)C4)nc(CC(C)C)nc21
→ ·, 6, 0, 3, ·, -5.3, 5, -7, 51, 44

Five compounds out of the list, arranged by SMILES length, descending.
Under each structure – Phagocytosis inh, GALR2 antag, NPY Y2 blocker, Yeast lifespan up, E-sel TNF inh, MRP1 act, Measles CPE, BB579 growth dn, PTEN del growth, bCat KO growth
CC1CCCN(C(=O)CSc2nnc(-c3ccc(S(=O)(=O)N4CCOCC4)cc3)n2C)C1 (centres undefined)
→ 0, -2, -1, 1, 6, -0.3, 6, 8, 99, 101
CCOC(=O)CNC(=S)N(Cc1ccc(C)cc1)Cc1ccc(C)o1
→ ·, 18, 3, 1, -5, -4.2, 10, -14, 97, 86
Cc1ccc(S(=O)(=O)CCc2nc3ccccc3n2CCC#N)cc1
→ ·, 5, 5, -8, 16, -2.5, 16, -63, 16, 19
O=C(NCc1ccc(F)cc1)c1noc2c1CCCC2
→ -2, 3, 2, -22, 34, 4.9*, 8, -12, 90, 102
CCOC(=O)CNC(=O)c1ccccc1
→ ·, -3, 0, -11, 6, -2.3, 3, -3, 97, 93

Next compounds follow:
Short forms – A = Phagocytosis inh; B = GALR2 antag; C = NPY Y2 blocker; D = Yeast lifespan up; E = E-sel TNF inh; F = MRP1 act; G = Measles CPE; H = BB579 growth dn; I = PTEN del growth; J = bCat KO growth
O=C(NCCN1CCOCC1)c1c[nH]c2ccc(S(=O)(=O)N3CCOCC3)cc2c1=O
  A: -4; B: 13; C: -1; D: 7; E: -20; F: -1.6; G: 12; H: -32; I: 100; J: 98
CCc1ccc(NC(=O)CS(=O)CC(=O)NC(C)CCc2ccco2)cc1 (centres undefined)
  A: ·; B: -3; C: -1; D: -2; E: -4; F: 1.5; G: 35; H: -36; I: 94; J: 91
CC(Sc1ccc(Cl)cc1)C(=O)Nc1ccccc1C(=O)N1CCOCC1 (centres undefined)
  A: 0; B: 10; C: -1; D: -2; E: -3; F: 1.1; G: 6; H: -35; I: 100; J: 90
O=C(NCCOC(=O)c1ccc(S(=O)(=O)N2CCOCC2)cc1)c1cccnc1
  A: -2; B: 23; C: 5; D: -6; E: -26; F: -0.6; G: 3; H: -53; I: 101; J: 100
O=C(Nc1ccccc1[N+](=O)[O-])C1C(c2ccccc2)=C1c1ccccc1
  A: ·; B: 2; C: 0; D: -7; E: 26; F: -2.0; G: 5; H: 8; I: 94; J: 88
CCOC(=O)Cc1csc(NC(=O)CCS(=O)(=O)Cc2ccccc2)n1
  A: 10; B: -3; C: 2; D: -11; E: -25; F: -3.3; G: 5; H: -17; I: 89; J: 79
CNC(=O)c1sc(-c2cccnc2)nc1C
  A: ·; B: 8; C: 2; D: -7; E: 10; F: 0.3; G: 7; H: -34; I: 102; J: 104

2 entries from above, reformatted:
> CCc1ccc(NC(=O)CS(=O)CC(=O)NC(C)CCc2ccco2)cc1 (centres undefined)
  Phagocytosis inh: · | GALR2 antag: -3 | NPY Y2 blocker: -1 | Yeast lifespan up: -2 | E-sel TNF inh: -4 | MRP1 act: 1.5 | Measles CPE: 35 | BB579 growth dn: -36 | PTEN del growth: 94 | bCat KO growth: 91

> CC(Sc1ccc(Cl)cc1)C(=O)Nc1ccccc1C(=O)N1CCOCC1 (centres undefined)
  Phagocytosis inh: 0 | GALR2 antag: 10 | NPY Y2 blocker: -1 | Yeast lifespan up: -2 | E-sel TNF inh: -3 | MRP1 act: 1.1 | Measles CPE: 6 | BB579 growth dn: -35 | PTEN del growth: 100 | bCat KO growth: 90
